# TrxR1 substrate – qHTS Assay for Substrates of Mammalian Selenoprotein Thioredoxin Reductase 1 (TrxR1): qHTS | purified TrxR1 substrate turnover, NADPH consumption readout | 0.01% of 390,000 active | Thioredoxin reductase 1, cytoplasmic (Rattus norvegicus), O89049 | Potency, µM (highest dose often 114 µM), without a hit: top-dose activity change, negative = substrate turnover; note: % is set by controls: 0 for no effect and ±100 for the full control effect; nearly all actives have a fitted effect of over 50% in size
#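 Rat TrxR1, dispensed at 90 nM, was prereduced with 400 uM NADPH (final) for 5 min at ~22 deg C, then incubated with compound 15 min before 400 uM selenite. A first-read NADPH fluorescence drop versus no-compound background flagged substrates.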
# Vif-A3G inh – qHTS for Inhibitors of Vif-A3G Interactions: qHTS | Potency, µM (series often up to 46.1 µM), inactives show top-dose activity, negative = active, usual class: inhibitors | DNA dC->dU-editing enzyme APOBEC-3G (Homo sapiens), Q9HC16 | HeLa A3G-eYFP + Vif (tagged APOBEC3G with the HIV-1 protein that degrades it), YFP fluorescence, overnight | 0.076% of 410,000 active;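 note: % is set by controls: 0 for no effect and ±100 for the full control effect; nearly all actives have a fitted effect of over 60% in size; hits raise eYFP signal because A3G escapes Vif-driven loss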
# Target sequence (Q9HC16 whole entry, looked up): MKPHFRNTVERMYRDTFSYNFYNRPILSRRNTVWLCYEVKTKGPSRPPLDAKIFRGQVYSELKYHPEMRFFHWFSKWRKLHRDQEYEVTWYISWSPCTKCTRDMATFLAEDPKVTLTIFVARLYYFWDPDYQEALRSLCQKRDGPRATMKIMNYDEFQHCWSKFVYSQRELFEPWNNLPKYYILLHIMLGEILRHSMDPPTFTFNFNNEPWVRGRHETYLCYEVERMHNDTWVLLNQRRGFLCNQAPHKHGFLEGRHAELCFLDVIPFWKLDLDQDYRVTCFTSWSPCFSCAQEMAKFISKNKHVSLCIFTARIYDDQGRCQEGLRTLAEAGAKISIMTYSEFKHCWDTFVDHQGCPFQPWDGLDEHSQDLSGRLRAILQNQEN
#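 HeLa cells stably expressing Vif and C-terminally eYFP-tagged A3G, seeded overnight at 37 deg C, then exposed to compound by pintool overnight at 37 deg C. Rise in yellow fluorescence (Ex 488/Em 500-530, Acumen) marks blocked Vif-driven A3G degradation.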
# RXFP1 agonist – qHTS Assay for Agonists of the Relaxin Receptor RXFP1; Potency, µM (highest dose often 57.5 µM), for inactives: at the highest dose activation, hits mostly activators; HEK293T-RXFP1 cAMP TR-FRET, 30 min; response scale: percent of porcine relaxin response, buffer zero; 0.3% of 370,000 active; Relaxin receptor 1 (Homo sapiens), Q9HBX9; note: % is set by controls: 0 for no effect and ±100 for the full control effect; nearly all actives have a fitted effect of over 60% in size; many of its hits are not listed in these tables
#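 Agonist response is measured as cAMP accumulation in an RXFP1-transfected HEK293T line under PDE4 inhibition. Values are scaled between buffer-only and 29 nM porcine relaxin, and EC50s come from standard Hill equation fits.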
# rTrxR1 inhibitor – qHTS Assay for Inhibitors of Mammalian Selenoprotein Thioredoxin Reductase 1 (TrxR1): qHTS; Potency, µM (titrated, usually from 114 µM), for the others: top-dose activity change, negative = inhibition, hits mostly inhibitors; Thioredoxin reductase 1, cytoplasmic (Rattus norvegicus), O89049; recombinant rTrxR1, NADPH fluorescence consumption, selenite substrate; 1% of 390,000 active; AID 588453, 2011; note: % is set by controls: 0 for no effect and ±100 for the full control effect; nearly all actives have a fitted effect of over 65% in size
#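 Rat TrxR1 (90 nM in the dispensed reagent) was pre-reduced with 400 uM NADPH for 5 min at room temperature, then incubated with compound for 15 min. After 400 uM selenite was added, NADPH fluorescence (Ex 340/Em 450 nm) was followed for 8 min.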
# mIDH1 inhibitor – qHTS for Inhibitors of mutant isocitrate dehydrogenase 1 (IDH1): qHTS; Potency, µM (series often up to 76.6 µM), for inactives: at the top dose activity change, negative = inhibition, hits mostly inhibitors; IDH1-R132H enzyme, NADPH consumption, diaphorase/resazurin fluorescence; 0.093% of 390,000 active; AID 602179, 2012; Isocitrate dehydrogenase [NADP] cytoplasmic (Homo sapiens), O75874; note: % is set by controls: 0 for no effect and ±100 for the full control effect; nearly all actives have a fitted effect of over 65% in size
# Target sequence (O75874 whole entry R132H, stated change not applied): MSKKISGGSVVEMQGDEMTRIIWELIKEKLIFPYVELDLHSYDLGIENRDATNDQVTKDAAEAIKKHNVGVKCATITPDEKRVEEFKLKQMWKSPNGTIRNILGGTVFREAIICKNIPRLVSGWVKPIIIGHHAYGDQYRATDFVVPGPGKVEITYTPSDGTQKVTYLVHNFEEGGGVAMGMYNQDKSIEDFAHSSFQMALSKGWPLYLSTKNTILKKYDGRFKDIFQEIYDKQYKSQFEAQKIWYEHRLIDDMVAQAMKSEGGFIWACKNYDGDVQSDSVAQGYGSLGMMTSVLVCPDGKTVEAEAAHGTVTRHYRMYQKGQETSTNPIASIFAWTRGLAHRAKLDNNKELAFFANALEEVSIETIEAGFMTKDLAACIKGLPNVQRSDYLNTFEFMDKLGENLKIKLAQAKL
#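 IDH1-R132H (0.5 ug/mL dispensed) in pH 7.5 Tris buffer was preincubated 30 min with compound, then given a substrate mix of 0.016 mM NADPH and 2 mM alpha-KG for 80 min at room temperature; remaining NADPH was read by diaphorase/resazurin fluorescence.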
# Vif-APOBEC3F blk – qHTS for Inhibitors of Vif-A3F Interactions: qHTS; HeLa A3F-eYFP + Vif (tagged APOBEC3F with the HIV-1 protein that degrades it), YFP fluorescence increase; Potency, µM (top dose mostly 46.1 µM), for inactives: at the highest dose activity, negative = active; 0.2% of 390,000 active; AID 602313, 2012; note: % of control where 0% means no effect; nearly all actives have a fitted effect of over 65% in size
#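 HeLa cells stably expressing A3F-eYFP plus Vif, plated and incubated overnight at 37 deg C, then exposed to compounds overnight at 37 deg C. Blocked degradation read as raised yellow fluorescence (Ex 488/Em 500-530).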
# RGS4 inh – Inhibitors of Regulator of G Protein Signaling (RGS) 4: qHTS | Regulator of G-protein signaling 4 (Homo sapiens), P49798 | Transcreener GDP fluorescence polarization, RGS4-accelerated GTP hydrolysis | Potency, µM (doses to about 114 µM), for inactives: top-dose activity change, negative = inhibition, hits mostly inhibitors | 0.039% of 390,000 active; note: % is set by controls: 0 for no effect and ±100 for the full control effect; nearly all actives have a fitted effect of over 75% in size; some results filed as inactive show a strong effect at the top dose
# Target sequence (P49798 whole entry, looked up): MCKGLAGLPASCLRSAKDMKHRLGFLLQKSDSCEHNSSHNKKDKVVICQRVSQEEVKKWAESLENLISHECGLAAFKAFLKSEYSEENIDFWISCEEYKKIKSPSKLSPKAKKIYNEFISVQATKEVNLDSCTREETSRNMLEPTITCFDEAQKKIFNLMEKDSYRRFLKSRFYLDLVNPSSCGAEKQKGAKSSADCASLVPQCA
#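 MLSMR compounds (23 nl, pin-transferred) preincubated 10 min at room temperature with a 500nM (2x) first reagent, then RGS4 at 900nM (2x) plus Transcreener GDP mix added; fluorescence polarization (620/688 nm) read before and after 90 min at 30 °C.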
# 12-LOX inh – Primary qHTS assay for inhibitors of human arachidonate 12S-lipoxygenase (ALOX12): Round 2; purified 12hLO, xylenol orange hydroperoxide absorbance; 1.1% of 580,000 active; Polyunsaturated fatty acid lipoxygenase ALOX12 (Homo sapiens), P18054; Potency, µM (series often up to 108 µM), inactives show at the top dose activity change, negative = inhibition, most hits filed as inhibitors; AID 1671190, 2021; note: % is set by controls: 0 for no effect and ±100 for the full control effect
#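 Purified human 12hLO (150 nM final) in 25 mM Hepes, 0.01% Triton X-100, pH 7.0 was preincubated 15 min at room temperature with compound. Then 40 uM arachidonic acid was added, 30 min. Hydroperoxide was read by Fe-XO absorbance ratio 573/405 nm.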
# USP1 inh – Inhibitors of USP1/UAF1: Primary Screen; AID 743255, 2014; recombinant USP1/UAF1, Ub-Rhodamine cleavage fluorescence; Potency, µM (series often up to 57.1 µM), inactives show at the top dose activity change, negative = inhibition, most hits filed as inhibitors; 0.23% of 390,000 active; Ubiquitin carboxyl-terminal hydrolase 1 (Homo sapiens), O94782; note: % is set by controls: 0 for no effect and ±100 for the full control effect; nearly all actives have a fitted effect of over 60% in size; inactives centre near -12
#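 High-throughput fluorogenic screen: 1nM USP1/UAF1 complex, Ub-Rho substrate 150nM final, 50mM HEPES pH 7.8 with 0.5mM EDTA, 0.1 mg/ml BSA, 1mM TCEP and 0.01% Tween-20.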
# An asterisk follows results filed as active; ? = inconclusive; . = not tested or not shown; & = joins results of further samples; [ ] = remark or other dose. Calls come from the whole dose curve; as a rule, active = well fitted curve in the direction sought with a large enough effect; inconclusive = small, poorly fitted or top-dose-only effect, or another doubt; inactive = no such curve, though single readings can be large; an effect the other way counts as inactive or inconclusive. Potency is the fitted concentration of half-maximal effect. Not all compounds are listed; rates above refer to the full screens.
# Screens in order: rTrxR1 inhibitor	Vif-APOBEC3F blk	RGS4 inh	RXFP1 agonist	12-LOX inh	Vif-A3G inh	mIDH1 inhibitor	TrxR1 substrate	USP1 inh
- O=C(Cc1c(Cl)cccc1Cl)Nc1cccnc1
  13%	0%	18%	-0.6%	0%	-2%	-5%	3%	-23%
- Cc1ccc(-c2csc(NC(=O)/C=C/c3ccco3)c2C(=O)O)cc1
  35µM*	1%	-38%	0.2%	?	-1%	36%[activator]	-6%	-15%
- CCNC(=O)NC(=O)C(C)Sc1ncc(C(F)(F)F)cc1Cl (stereo not given)
  28%[11.4 µM]	-8%	-24%	2.6%	-18%	-2%	5%	8%[11.4 µM]	-8%
- O=C(O)c1ccc(NS(=O)(=O)c2cccc(C(=O)Nc3ccccc3[N+](=O)[O-])c2)cc1
  21%	2%	19%	-1.6%	11%	?	3%	3%	-19%
- Cc1cccc(-n2cc(-c3ccccc3)c3c(NC(C)C)ncnc32)c1
  -16%[57.1 µM]	11%	12%	3.8%	-8%	3%	-21%	-5%[57.1 µM]	-16%
- S=C(NCc1ccco1)N1CCN(C/C=C/c2ccccc2)CC1
  9%	6%	-15%	0.6%	1%	11%	5%	3%	-18%
- COCCNC(=O)Cn1cc(C(=O)c2cccs2)c2ccccc21
  0%[57.1 µM]	3%	-19%	.	415%[activator]	-1%	10%	8%[57.1 µM]	4%
- O=S(=O)(NC1C2CC3CC(C2)CC1C3)c1ccc(F)cc1 (stereo not given)
  -4%	-13%	41%	0.5%	4%	-1%	4%	-5%	-17%
- Cn1nc(C(F)(F)F)cc1C(=O)Nc1ccc(Cl)cc1
  22%[57.1 µM]	-1%	-34%	1.7%	?	-4%	5%	4%[11.4 µM]	3%
- Oc1ccc(N=Nc2ccc3c(c2)OCCO3)c2cccnc12
  12%[57.1 µM]	0%	?	-3.3%	?	4%	15%	-15%[57.1 µM]	-23%
- CN(C(=O)c1cccc(C(F)(F)F)c1)C1CCCc2ccccc21 (stereo not given)
  20%	-5%	17%	0.3%	4%	-6%	9%	3%	-26%
- Cc1ccc(OCCC(=O)NNC(=O)c2cc(C)oc2C)cc1
  -5%	-7%	3%	2.3%	18%	3%	-2%	-6%	-9%
- COc1ccccc1NC(=O)CSc1nnc(C2CCCCC2)n1N
  -20%	3%	-33%	-1.2%	2%	3%	-8%	-12%	-9%
- CC(=O)Nc1ccc(S(=O)(=O)Nc2nccc(/C=C/c3ccc(Cl)cc3)n2)cc1
  -20%	-10%	14%	-1.1%	-17%	-6%	-5%	32%[activator]	-12%
- O=S(=O)(CCc1ccncc1)Cc1ccc2c3c(cccc13)CC2
  -12%	-11%	0%	-0.4%	-87%	0%	3%	5%	-18%
- O=C(N/N=C/c1ccc(-c2cccc([N+](=O)[O-])c2)o1)c1ccc([N+](=O)[O-])cc1
  15%[57.1 µM]	3%	?	2.1%	12%	0%	2%	-6%	3%
- Nc1cc2c(cc1C(=O)c1cccc(Br)c1)OCCO2
  7%[57.1 µM]	-9%	17%	1.1%	-8%	?	-3%	3%[57.1 µM]	-16%
- COc1ccc(C2=NS(=O)(=O)N(C)C(C(=O)Nc3cc(C)ccc3O)=C2)cc1OC
  8%[57.1 µM]	-1%&-13%	1%&-19%	-0.1%&2.6%	-16%&-9%	-4%&-5%	-13%&16%	4%[57.1 µM]	-2%&-9%
- CCOC(=O)NC(=O)COC(=O)CCCc1nc2ccccc2s1
  12%[57.1 µM]	0%	10%	3.8%	-4%	-1%	16%	-3%	-9%
- CC(=O)Nc1ccc(-n2c(CCC(=O)O)ccc2-c2ccc(Br)cc2)cc1
  ?	-1%	-37%	8.8%	?	-4%	-29%	6%	-1%
- C#CCOCCOCCOCCNc1nc(N2CCN(C(=O)Cn3cc(CCCN=C(N)N)nn3)CC2)nc(N2CCN(C(=O)[C@H](CCCCN)n3cc(CCCC)nn3)CC2)n1
  -8%	-5%	4%	-0.3%	?	1%	9%	3%	-15%
- COc1ccc2c(c1)C(C)CC(C)(C)N2C(=O)Nc1ccccc1 (stereo not given)
  4%[57.1 µM]	4%	?	0.3%	14%	-3%	7%	10%[57.1 µM]	-14%
- CCc1nc2ccccc2n1CC(O)COCC1CC=CCC1 (stereo not given)
  12%[57.1 µM]	0%	25%	1.7%	-18%	-2%	23%	5%[57.1 µM]	-20%
- COc1ccc(CC(=O)O/N=C(\N)c2ccccc2)cc1OC
  20%	?	11%	0.8%	2%	-2%	10%	4%	-22%
- CCCC(=O)N(C)c1nnc(-c2ccc(OC)cc2)s1
  -5%[57.1 µM]	-1%	-19%	4.1%	4%[57.4 µM]	3%	0%	0%[57.1 µM]	-2%
- COc1ccccc1N1CCN(c2cc(C)nc3nc(-c4ccc(Cl)cc4)nn23)CC1
  18%	2%	-21%	-1.0%	?	-1%	0%	7%	-21%
- CN(C)c1cc[n+](CC(=O)N2c3ccccc3Sc3ccccc32)cc1
  -2%[57.1 µM]	1%	0%	0.0%	-8%	1%	6%	-1%[57.1 µM]	-7%
- COc1c(O)ccc(/C=N/NC(=O)c2ccc3c(c2)OCCO3)c1[N+](=O)[O-]
  1%	5%	3%	0.6%	17%	-18%	0%	-6%	-17%
- Cc1ccc(S(=O)(=O)N(C)c2ccccc2C(=O)Nc2ccc3c(c2)OCCO3)cc1
  24%	1%	14%	0.2%	0%	-1%	-4%	5%	-20%
- C=CCNC(=O)/C(=C/c1ccccc1OCC)NC(=O)c1ccccc1
  10%	4%	-29%	0.2%	-4%	-1%	3%	3%	-17%

# Some of these compounds in order of the RXFP1 agonist value, high to low.
mol,RXFP1 agonist
Cn1nc(C(F)(F)F)cc1C(=O)Nc1ccc(Cl)cc1,1.7%
COc1c(O)ccc(/C=N/NC(=O)c2ccc3c(c2)OCCO3)c1[N+](=O)[O-],0.6%
COc1ccccc1NC(=O)CSc1nnc(C2CCCCC2)n1N,-1.2%

# (next part)
# Screens in order: rTrxR1 inhibitor	Vif-APOBEC3F blk	RGS4 inh	RXFP1 agonist	12-LOX inh	Vif-A3G inh	mIDH1 inhibitor	TrxR1 substrate	USP1 inh
- Cc1cccc(OCCC(=O)OC(C)C(=O)Nc2ccc(Cl)cn2)c1 (stereo not given)
  8%	10%	-8%	-2.5%	-14%	2%	2%	-4%	-24%
- O=c1c2cc(NC(=S)N3CCCCCC3)ccc2nc2n1CCCCC2
  -4%	10%	36%	0.0%	-9%	-1%	-10%	0%	-6%
- CC1CCN(C(=O)Oc2ccccc2)CC1
  0%[57.1 µM]	2%	-18%	-1.6%	1%	0%	-4%	5%[57.1 µM]	-4%
- O=C(COC(=O)CCSc1ccc(Cl)cc1)NCc1ccccc1Cl
  11%	4%	10%	-0.1%	-20%	2%	2%	-4%	-1%
- C=CCC1(Cl)C(=O)C(Cl)=C(N2CCOCC2)C1(OC)OC (stereo not given)
  -1%[57.1 µM]	-3%	-6%	-22%	33%[activator]	-1%	-4%	3%[57.1 µM]	0%
- OCCCCNCc1ccc(OCc2ccc(Cl)cc2)cc1
  23%	-7%	22%	0.5%	-13%	1%	6%	9%	?
- Cc1ccc(NC(=O)COC(=O)C2CCC2)cc1S(=O)(=O)N1CCOCC1
  0%[11.4 µM]	-18%	-21%	.	-18%	0%	2%	-5%[11.4 µM]	-16%
- CN(CCc1cnn(C)c1)Cc1nc(CC2CC2)no1
  9%	-2%	-19%	0.5%	1%	6%	-6%	6%	-23%
- CN(C)/N=C1\CCS(=O)(=O)c2sccc21
  24%	4%	12%[56.9 µM]	-1.7%	-7%	0%	8%	-1%	-11%
- COc1cccc(CNC(=O)[C@H](CCSC)NC(=O)N2CCn3c2nc2ccccc23)c1
  16%[57.1 µM]	-9%	-15%[56.9 µM]	-1.6%	5%	-10%	-10%	1%[57.1 µM]	-20%
- CCOc1cccc2cc(C(C)=O)oc12
  -1%[57.1 µM]	-2%	-12%	-0.8%	-14%	-1%	-2%	2%[57.1 µM]	-16%

# Reprinted at random: 2 compounds from above, in no set order.
# Screens in order: rTrxR1 inhibitor	Vif-APOBEC3F blk	RGS4 inh	RXFP1 agonist	12-LOX inh	Vif-A3G inh	mIDH1 inhibitor	TrxR1 substrate	USP1 inh
- O=C(COC(=O)CCSc1ccc(Cl)cc1)NCc1ccccc1Cl
  11%	4%	10%	-0.1%	-20%	2%	2%	-4%	-1%
- CN(CCc1cnn(C)c1)Cc1nc(CC2CC2)no1
  9%	-2%	-19%	0.5%	1%	6%	-6%	6%	-23%
